SRC1 inh: human NCOA1 inhibition | Q15788 | HEK293 GAL4-SRC1 luciferase reporter, luminescence | inhibition, % at 3.6 µM | 0.12% of 360,000 active | AID 588354;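 active means inhibition above the campaign mean plus 3 SD, with each screening campaign given its own cutoff, cut at about 60% in these data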;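 further: 0% = DMSO treated cells and 100% = gossypol at 36 µM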
NOD2-RIPK2 inh: inhibitors of human NOD2-RIPK2 interaction | O43353 | CHO BLA complementation NOD2-RIPK2, CCF4 ratio | inhibition, % at 4.98 µM | 0.38% of 360,000 active; in the data active means inhibition above about 21%;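 further: 0% = vehicle only and 100% = reference blocker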
TLR9-MyD88 inh: blocks human TLR9 binding to MyD88; inhibition, % at 4.98 µM; AID 504734; 0.21% of 340,000 active; CHO BLA complementation TLR9-MyD88, CCF4 FRET ratio;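 active means inhibition above the mean over all tested compounds plus 3 SD, cut at about 21% in these data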;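 further: 0% = DMSO only wells and 100% = clavulanate BLA inhibitor control wells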
SRC2 inh: human SRC2 (NCOA2) inhibition; Q15596; HEK293 GAL4-SRC2 luciferase reporter, luminescence; inhibition, % at 9 µM; 0.17% of 370,000 active;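 active means inhibition above the mean inhibition of all tested compounds plus 3 SD, set per campaign, cut at about 52% in these data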;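 further: 0% = DMSO treated cells and 100% = cells given Gossypol at 36 µM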
NCOA3 inh: inhibitors of human steroid receptor coactivator 3 (SRC3); Q9Y6Q9; HEK293 GAL4-SRC3 luciferase reporter, luminescence; inhibition, % at 3.6 µM; 0.17% of 360,000 active; AID 588352;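 active means inhibition above a per-campaign cutoff, the mean of all compounds plus 3 SD, cut at about 60% in these data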;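 further: 0% = DMSO-treated cells and 100% = gossypol-treated cells at 36 µM; higher means less SRC3-driven luciferase light from the GAL4 reporter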
COUP-TFII inh: NR2F2 (human) inhibition, primary screen. P24468. HEK293T NGFI-A luciferase reporter, luminescence. inhibition, % at 8.6 µM. 0.7% of 370,000 active. AID 686940;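 active means inhibition above a per-plate cutoff, mean inhibition of test wells between control levels plus 3 SD, cut at about 38% in these data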;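 further: cells cotransfected with COUP-TFII expression vector driving the NGFI-A reporter; 0% = median of COUP-TF2 test wells and 100% = reporter-only cells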
ABHD5-PLIN5 inh: inhibitors of human ABHD5-perilipin-5 interaction; Split G. princeps luciferase complementation, luminescence, 4 h; inhibition, % at 4 µM; 0.78% of 360,000 active; AID 602281;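 active means inhibition above the mean inhibition across every tested compound plus 3 SD, cut at about 22% in these data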;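 further: 0% = DMSO only wells and the 100% control is not disclosed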
LRH-1 inv ag: NR5A2 inverse agonism in reporter assay. 0.13% of 360,000 active. inhibition, % at 3.6 µM. HEK293T StAR-luciferase reporter, LRH-1 transfected, 24 h. O00482;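 active means inhibition above the mean inhibition of all tested compounds plus 3 SD, cut at about 73% in these data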;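 further: 0% = DMSO wells and 100% = reporter-only cells lacking LRH-1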
TROY signal inh: TROY signaling inhibition. Q293 LMP1-TROYcd NF-kB luciferase reporter, 4 h. inhibition, % at 10 µM. 0.98% of 360,000 active. AID 1347056;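 active means compounds whose plate-normalised and pattern-corrected inhibition of the luciferase reporter signal at the single screening dose is 50% or more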
Exocytosis inh: lytic granule exocytosis inhibition. TALL-104 LAMP-1 surface exposure, flow cytometry; cells stimulated with thapsigargin and PMA. inhibition, % at 10 µM. 0.66% of 360,000 active. AID 651702;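 active means inhibition above about 55%, limit read from the data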
TWEAK-Fn14 inh: TWEAK-Fn14 signaling inhibition | inhibition, % at 10 µM | TWEAK-stimulated Fn14 reporter cells, luciferase luminescence, 8 h | AID 1159606 | 2% of 360,000 active; in the data active means inhibition above about 50%
* marks the source's active call; other numbers are inactive results.

Screening Cc1ccc(C)c(-n2c(-c3ccc4c(c3)OCO4)n[nH]c2=S)c1 returned SRC1 inh -12, NOD2-RIPK2 inh -4, TLR9-MyD88 inh -8, SRC2 inh 10, NCOA3 inh 9, COUP-TFII inh -14, ABHD5-PLIN5 inh -3, LRH-1 inv ag -7, TROY signal inh 9, Exocytosis inh 1 and TWEAK-Fn14 inh 12.
`CCn1ccnc1CC1COc2ccccc2O1` (stereo unspecified) gave SRC1 inh -17, NOD2-RIPK2 inh -9, TLR9-MyD88 inh -1, SRC2 inh 18, NCOA3 inh -38, COUP-TFII inh 6, ABHD5-PLIN5 inh -1, LRH-1 inv ag -35, TROY signal inh -8, Exocytosis inh -4 and TWEAK-Fn14 inh 1.
CCCn1nnc(NC(=S)NC(=O)CC)n1 was read as SRC1 inh -2, NOD2-RIPK2 inh 4, TLR9-MyD88 inh 5, SRC2 inh -1, NCOA3 inh -8, COUP-TFII inh 5, ABHD5-PLIN5 inh 4, LRH-1 inv ag -14, TROY signal inh 11, Exocytosis inh -1 and TWEAK-Fn14 inh 8.
For CNc1c(NS(=O)(=O)c2cc(OC)ccc2OC)c(=O)oc2ccccc12 the results were SRC1 inh -6, NOD2-RIPK2 inh -3, TLR9-MyD88 inh 0, SRC2 inh -32, NCOA3 inh 14, COUP-TFII inh -2, ABHD5-PLIN5 inh 8, LRH-1 inv ag 11, TROY signal inh -19, Exocytosis inh -16 and TWEAK-Fn14 inh 45.
CSCCC(NC(=O)c1ccccc1)C(=O)NC1CCCC1 (stereo unspecified) was read as SRC1 inh 1, NOD2-RIPK2 inh -2, TLR9-MyD88 inh 10, SRC2 inh 9, NCOA3 inh -17, COUP-TFII inh -5, ABHD5-PLIN5 inh -2, LRH-1 inv ag 2, TROY signal inh 5, Exocytosis inh 8 and TWEAK-Fn14 inh 8.
Screening CCN(CC)C(=O)CSc1nc2sc3c(c2c(=O)n1CCOC)CCC3 returned SRC1 inh -8, NOD2-RIPK2 inh -1, TLR9-MyD88 inh -1, SRC2 inh 0, NCOA3 inh 0, COUP-TFII inh 7, ABHD5-PLIN5 inh 3, LRH-1 inv ag -2, TROY signal inh -2, Exocytosis inh -3 and TWEAK-Fn14 inh -12.
`O=C(c1ccc2c3c(cccc13)CC2)C1CCCN(Cc2ccc(OCCO)cc2)C1` (stereo unspecified) gave SRC1 inh -8, NOD2-RIPK2 inh 1, TLR9-MyD88 inh -14, SRC2 inh 7, NCOA3 inh -12, COUP-TFII inh -5, ABHD5-PLIN5 inh 8, LRH-1 inv ag 4, TROY signal inh 6, Exocytosis inh 4 and TWEAK-Fn14 inh -10.
`C=CCn1c(SCC(=O)c2ccc(NS(=O)(=O)c3ccccc3)cc2)nnc1-c1cccs1` gave SRC1 inh -8, NOD2-RIPK2 inh -3, TLR9-MyD88 inh -2, SRC2 inh 3, NCOA3 inh -8, COUP-TFII inh 11, ABHD5-PLIN5 inh -2, LRH-1 inv ag 8, TROY signal inh 18, Exocytosis inh -2 and TWEAK-Fn14 inh -5.
Screening O=C(CSc1nc2ccccc2c(=O)n1Cc1ccco1)NCc1ccccc1 returned SRC1 inh -7, NOD2-RIPK2 inh -9, TLR9-MyD88 inh -3, SRC2 inh 0, NCOA3 inh -2, COUP-TFII inh -17, ABHD5-PLIN5 inh -3, LRH-1 inv ag 14, TROY signal inh 13, Exocytosis inh -2 and TWEAK-Fn14 inh -1.
For CC(=O)Nc1ccc(NS(=O)(=O)Cc2ccccc2)cc1 the results were SRC1 inh -3, NOD2-RIPK2 inh -5, TLR9-MyD88 inh 4, SRC2 inh -18, NCOA3 inh 2, COUP-TFII inh -11, ABHD5-PLIN5 inh 0, LRH-1 inv ag 4, TROY signal inh 8, Exocytosis inh -2 and TWEAK-Fn14 inh 10.
N#Cc1ccc2sn(-c3ccccc3)c(=O)c2c1 was read as SRC1 inh -83, NOD2-RIPK2 inh 25*, TLR9-MyD88 inh 10, SRC2 inh -66, NCOA3 inh -63, COUP-TFII inh -31, ABHD5-PLIN5 inh 34*, LRH-1 inv ag -109, TROY signal inh -60, Exocytosis inh 52 and TWEAK-Fn14 inh -19.
For Cc1cccc2c(N=Nc3ccc(S(=O)(=O)Nc4ccc(Cl)cc4)cc3[N+](=O)[O-])c(O)[nH]c12 the results were SRC1 inh -6, NOD2-RIPK2 inh -6, TLR9-MyD88 inh 8, SRC2 inh 0, NCOA3 inh -6, COUP-TFII inh -5, ABHD5-PLIN5 inh 9, LRH-1 inv ag 5, TROY signal inh 6, Exocytosis inh -3 and TWEAK-Fn14 inh 6.
For CC(=C1C(=O)c2ccccc2C1=O)N1CCN(c2ccc(F)cc2)CC1 the results were SRC1 inh -14, NOD2-RIPK2 inh -2, TLR9-MyD88 inh 0, SRC2 inh -5, NCOA3 inh 10, COUP-TFII inh -13, ABHD5-PLIN5 inh -2, LRH-1 inv ag 9, TROY signal inh -36, Exocytosis inh 3 and TWEAK-Fn14 inh 21.
C=CCNC(=O)COc1coc(CN2CCN(C(=O)c3ccco3)CC2)cc1=O was read as SRC1 inh -11, NOD2-RIPK2 inh 5, TLR9-MyD88 inh -1, SRC2 inh 10, NCOA3 inh 4, COUP-TFII inh -29, ABHD5-PLIN5 inh -9, LRH-1 inv ag 7, TROY signal inh 9, Exocytosis inh -11 and TWEAK-Fn14 inh -2.
`Cc1ccc(NC(=O)CCn2c(=O)c3cccn3c3ccccc32)c(C)c1` gave SRC1 inh -163, NOD2-RIPK2 inh 2, TLR9-MyD88 inh -14, SRC2 inh -7, NCOA3 inh 5, COUP-TFII inh 6, ABHD5-PLIN5 inh -13, LRH-1 inv ag 0, TROY signal inh 3, Exocytosis inh 5 and TWEAK-Fn14 inh -2.
Screening C/C(=N\Nc1nc(C)cc(-c2ccccc2)n1)c1cccc(N)c1 returned SRC1 inh -22, NOD2-RIPK2 inh -3, TLR9-MyD88 inh -2, SRC2 inh -17, NCOA3 inh -20, COUP-TFII inh 11, ABHD5-PLIN5 inh -2, LRH-1 inv ag -2, TROY signal inh 12, Exocytosis inh -6 and TWEAK-Fn14 inh -24.
Cc1ccc([N+](=O)[O-])cc1-c1ccc(/C=N\n2nnnc2N)o1 was read as SRC1 inh -7, NOD2-RIPK2 inh 3, TLR9-MyD88 inh 1, SRC2 inh 13, NCOA3 inh 2, COUP-TFII inh -22, ABHD5-PLIN5 inh 1, LRH-1 inv ag 6, TROY signal inh 8, Exocytosis inh -8 and TWEAK-Fn14 inh -65.
For COc1ccc(CC(=O)N(CC2CCCO2)c2nc3ccccc3s2)cc1 (stereo unspecified) the results were SRC1 inh -24, NOD2-RIPK2 inh 7, TLR9-MyD88 inh -8, SRC2 inh -5, NCOA3 inh -2, COUP-TFII inh 5, ABHD5-PLIN5 inh -2, LRH-1 inv ag -25, TROY signal inh -33, Exocytosis inh -1 and TWEAK-Fn14 inh -19.
For COc1ccc(NC(=O)N(C)C[C@H]2Oc3ccc(NS(=O)(=O)c4ccccc4)cc3C(=O)N([C@H](C)CO)C[C@@H]2C)cc1 the results were SRC1 inh -1, NOD2-RIPK2 inh -19, TLR9-MyD88 inh -4, SRC2 inh -3, NCOA3 inh 5, COUP-TFII inh 12, ABHD5-PLIN5 inh 3, LRH-1 inv ag 14, TROY signal inh -24, Exocytosis inh -6 and TWEAK-Fn14 inh -34.
`COCCn1c(SCC(=O)N2CCCCC2)nc2c([nH]c3ccccc32)c1=O` gave SRC1 inh -8, NOD2-RIPK2 inh -14, TLR9-MyD88 inh -6, SRC2 inh -2, NCOA3 inh 6, COUP-TFII inh 13, ABHD5-PLIN5 inh 0, LRH-1 inv ag -14, TROY signal inh 24, Exocytosis inh 1 and TWEAK-Fn14 inh 24.
Screening O=C(CN(C(=O)CNC(=O)c1ccco1)c1ccc(F)cc1)NC1CCCCC1 returned SRC1 inh -12, NOD2-RIPK2 inh -8, TLR9-MyD88 inh 0, SRC2 inh 0, NCOA3 inh 3, COUP-TFII inh -4, ABHD5-PLIN5 inh -17, LRH-1 inv ag -5, TROY signal inh -19, Exocytosis inh 3 and TWEAK-Fn14 inh -12.
CC(=O)Nc1ccc(/C=N/NC(=O)CC2CCCCC2)cc1 was read as SRC1 inh -1, NOD2-RIPK2 inh 6, SRC2 inh 4, NCOA3 inh -16, COUP-TFII inh 0, ABHD5-PLIN5 inh -4, LRH-1 inv ag -10, TROY signal inh -22, Exocytosis inh -2 and TWEAK-Fn14 inh -7.
CC12CCC(=O)N1C(C(=O)NNC(=O)c1ccccc1)CS2 (stereo unspecified) was read as SRC1 inh -51, NOD2-RIPK2 inh -15, TLR9-MyD88 inh -6, SRC2 inh 4, NCOA3 inh -9, COUP-TFII inh 3, ABHD5-PLIN5 inh -5, LRH-1 inv ag -15, TROY signal inh -14, Exocytosis inh -3 and TWEAK-Fn14 inh -2.
Screening Cc1ccc(S(=O)(=O)NCC(=O)OCC(=O)c2cc(C)n(-c3ccccc3)c2C)cc1 returned SRC1 inh -1, NOD2-RIPK2 inh -2, TLR9-MyD88 inh 1, SRC2 inh 11, NCOA3 inh 1, COUP-TFII inh -13, ABHD5-PLIN5 inh -9, LRH-1 inv ag 5, TROY signal inh -8, Exocytosis inh 0 and TWEAK-Fn14 inh 4.
Cc1ccc(OCCC(=O)OCC(=O)Nc2cc(S(=O)(=O)N(C)C)ccc2C)cc1 was read as SRC1 inh -22, NOD2-RIPK2 inh 3, TLR9-MyD88 inh 1, SRC2 inh -1, NCOA3 inh 7, COUP-TFII inh 6, ABHD5-PLIN5 inh -2, LRH-1 inv ag -8, TROY signal inh 3, Exocytosis inh 1 and TWEAK-Fn14 inh -1.

Among those listed so far, 3 have an aryl methoxy group.
For CNc1c(NS(=O)(=O)c2cc(OC)ccc2OC)c(=O)oc2ccccc12 the results were SRC1 inh -6, NOD2-RIPK2 inh -3, TLR9-MyD88 inh 0, SRC2 inh -32, NCOA3 inh 14, COUP-TFII inh -2, ABHD5-PLIN5 inh 8, LRH-1 inv ag 11, TROY signal inh -19, Exocytosis inh -16 and TWEAK-Fn14 inh 45.
For COc1ccc(CC(=O)N(CC2CCCO2)c2nc3ccccc3s2)cc1 (stereo unspecified) the results were SRC1 inh -24, NOD2-RIPK2 inh 7, TLR9-MyD88 inh -8, SRC2 inh -5, NCOA3 inh -2, COUP-TFII inh 5, ABHD5-PLIN5 inh -2, LRH-1 inv ag -25, TROY signal inh -33, Exocytosis inh -1 and TWEAK-Fn14 inh -19.
For COc1ccc(NC(=O)N(C)C[C@H]2Oc3ccc(NS(=O)(=O)c4ccccc4)cc3C(=O)N([C@H](C)CO)C[C@@H]2C)cc1 the results were SRC1 inh -1, NOD2-RIPK2 inh -19, TLR9-MyD88 inh -4, SRC2 inh -3, NCOA3 inh 5, COUP-TFII inh 12, ABHD5-PLIN5 inh 3, LRH-1 inv ag 14, TROY signal inh -24, Exocytosis inh -6 and TWEAK-Fn14 inh -34.

From PubChem BioAssay

Not all compounds are listed. The share of hits here may be higher or lower than overall.
